GAA glycogen mod = inhibitors or activators of human alpha-glucosidase glycogen cleavage. hit rate 0.38% among 300,000. Potency, µM (top dose mostly 76.4 µM), without a hit: top-dose activity change, negative = inhibition, usual class: inhibitors. P10253. recombinant GAA, glycogen substrate, Amplex Red glucose oxidase fluorescence;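 note: 0% = full enzyme reaction and -100% = no-enzyme basal signal; the screen sought inhibitors and activators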
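Recombinant human enzyme (4 nM); glycogen substrate; 37 C, 40 min, pH 5.0. Readout: coupled glucose oxidase/Amplex Red fluorescence.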
SMN2 splice up = increases expression of the SMN2 splice variant; HEK293 SMN2-luciferase splicing reporter, luminescence, 30-36 h; Potency, µM (series often up to 46.1 µM), for inactives: at the highest dose activity change, positive = activation, most hits filed as activators; hit rate 2.8% among 210,000; AID 1458; note: % of control where 0% means no effect; nearly all actives have a fitted effect of over 55% in size
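HEK293 cells carry an SMN2 […]–luciferase reporter in which exon 7 inclusion puts luciferase in frame. Cells were plated 10-12 h before compound addition, then incubated 30-36 h at 37C. ONE-Glo luminescence was read; sodium butyrate at 4.5 mM final served as control.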
The depositor's hits bear a star; ? = inconclusive; & = joins results of further samples; [ ] = remark or other dose. Calls come from the whole dose curve; as a rule, active = well fitted curve in the direction sought with a large enough effect; inconclusive = small, poorly fitted or top-dose-only effect, or another doubt; inactive = no such curve, though single readings can be large; an effect the other way counts as inactive or inconclusive. Potency is the fitted concentration of half-maximal effect. Some of the compounds tested. The share of hits here may be higher or lower than overall.

Values in the order: GAA glycogen mod	SMN2 splice up
> Cc1ccccc1-c1nc(CS(=O)(=O)CC(=O)N2CCN(c3ccccc3)CC2)c(C)o1
 : 16%[76.3 µM]	-38%[inhibitor]
> Cc1ccc(N(CC(=O)Nc2ccc(C)c(F)c2)S(=O)(=O)c2c(C)n[nH]c2C)cc1
 : -7%[76.3 µM]	-2%
> Cc1cccc(NC(=O)CSc2nc3c(sc4ccccc43)c(=O)n2CCCC(=O)NC2CCCC2)c1
 : 16%[76.3 µM]	1%
> CCn1c(=O)cc(SCC(=O)NCCc2cc(OC)ccc2OC)c2ccccc21
 : -15%[76.3 µM]	3%
> COCCCNC(=O)c1sc2nc(C)c(C(=O)Nc3ccc(C)cc3C)c(-c3ccc(Cl)cc3)c2c1N
 : -18%[76.3 µM]	-7%
> CCOc1ccc(-n2c(=O)c3c4c(sc3n(CC(=O)NC(C)CC)c2=O)CCCCC4)cc1 (configuration not stated)
 : 10%[76.3 µM]	-10%
> CCOc1ccc(Nc2nc3ccccc3n3c(CC)nnc23)cc1
 : 4%[76.3 µM]	9%
> COc1ccc(OC)c(CCNC(=O)c2csc3c2CCCCC3)c1
 : 4%[76.3 µM]	-33%[inhibitor]
> COc1ccc(NC(=O)c2cnc[nH]2)cc1
 : -6%[76.3 µM]	?
> Cc1ccc(-c2nc3ccccn3c2Nc2ccc3c(c2)OCO3)o1
 : ?	5%
> COc1ccc(CCNC(=O)c2ccc3c(c2)N(Cc2cc(C)ccc2C)C(=O)c2ccccc2S3=O)cc1OC (configuration not stated)
 : 2%[76.3 µM]	-10%
> CCOC(=O)c1c(C)n(-c2ccc(OC)cc2)c2ccc(OC(=O)COc3ccccc3)cc12
 : -15%[76.3 µM]	-23%
> Cc1ccc(S(=O)(=O)c2cn(Cc3cccc(C)c3)c3cc4c(cc3c2=O)OCO4)cc1
 : -7%[76.3 µM]	3%
> COC(=O)c1ccc(NC(=O)Cn2cnc3c2c(=O)n(C)c(=O)n3C)cc1
 : -3%[76.3 µM]	2%
> CC(C)Oc1ccc(C(=O)Nc2nonc2-c2ccc(OC(C)C)cc2)cc1
 : 20%[76.3 µM]	-6%
> COc1ccc(C(=O)CC2(O)C(=O)N(Cc3ccccc3)c3ccc(Br)cc32)cc1 (configuration not stated)
 : 2%[76.3 µM]	-6%
> Cc1ccc2c(c1)C(c1ccccc1)N(C(=O)c1ccccc1F)CC(=O)N2 (configuration not stated)
 : -16%[76.3 µM]	-1%
> COc1ccc(C(=O)c2cn(Cc3ccccc3F)c3cc4c(cc3c2=O)OCCO4)cc1OC
 : -8%[76.3 µM]	0%
> CCN(CCCNC(=O)c1cc2cc3ccc(C)cc3nc2s1)c1ccccc1
 : -10%[76.3 µM]	?
> COc1cccc(OCCn2c(-c3ccc(Br)cc3)nc3ccccc3c2=O)c1
 : 4%[76.3 µM]	-5%

Seven of the compounds above, with values ahead of the structure.
GAA glycogen mod	SMN2 splice up	SMILES
-15%[76.3 µM]	-23%	CCOC(=O)c1c(C)n(-c2ccc(OC)cc2)c2ccc(OC(=O)COc3ccccc3)cc12
-7%[76.3 µM]	3%	Cc1ccc(S(=O)(=O)c2cn(Cc3cccc(C)c3)c3cc4c(cc3c2=O)OCO4)cc1
-3%[76.3 µM]	2%	COC(=O)c1ccc(NC(=O)Cn2cnc3c2c(=O)n(C)c(=O)n3C)cc1
20%[76.3 µM]	-6%	CC(C)Oc1ccc(C(=O)Nc2nonc2-c2ccc(OC(C)C)cc2)cc1
2%[76.3 µM]	-6%	COc1ccc(C(=O)CC2(O)C(=O)N(Cc3ccccc3)c3ccc(Br)cc32)cc1 (configuration not stated)
-16%[76.3 µM]	-1%	Cc1ccc2c(c1)C(c1ccccc1)N(C(=O)c1ccccc1F)CC(=O)N2 (configuration not stated)
-8%[76.3 µM]	0%	COc1ccc(C(=O)c2cn(Cc3ccccc3F)c3cc4c(cc3c2=O)OCCO4)cc1OC

The list goes on.
Values in the order: GAA glycogen mod	SMN2 splice up
> COC(=O)c1ccccc1NC(=O)c1ccc2c(c1)CCN2S(=O)(=O)c1ccc(C)cc1
 : 14%[76.3 µM]	4%
> CCCN1C(C(=O)c2ccccc2)=C(OC(=O)COc2ccc(C)cc2)c2ccccc2S1(=O)=O
 : -6%[76.3 µM]	10%
> CCN(CC)C(=O)c1c(NC(=O)c2ccccc2F)sc2c1CCC(C(C)(C)C)C2 (configuration not stated)
 : 3%[76.3 µM]	-6%
> Cc1ccc(CNC(=O)c2ccc(Cn3c(=O)c4ccccc4n(CC(=O)Nc4c(C)cc(C)cc4C)c3=O)cc2)cc1
 : 10%[76.3 µM]	9%
> Cc1cccc(N2CCN(S(=O)(=O)c3c(C)nc4scc(C)n4c3=O)CC2C)c1 (configuration not stated)
 : 10%	-7%
> COC(=O)c1ccc(NC(=O)CN(CCc2ccccc2)S(=O)(=O)c2ccc(OC)cc2)cc1
 : -14%[76.3 µM]	-25%
> COc1cc(OC)c(C2Nc3c(C)cccc3-c3cc(C)nn32)cc1OC (configuration not stated)
 : -3%[76.3 µM]	8%
> CCCS(=O)(=O)c1nc(S(=O)(=O)c2ccc(C)cc2)c(NC(C)c2ccccc2)s1 (configuration not stated)
 : -3%[76.3 µM]	5%
> Cc1cccc(C(C)C)c1NC(=O)C(NS(=O)(=O)c1cccc2nsnc12)c1ccccc1 (configuration not stated)
 : -10%[76.3 µM]	-1%
> CCn1c(=O)cc(SCC(=O)NCc2cccc(Cl)c2)c2ccccc21
 : 0%[76.3 µM]	1%
> CCSc1ncc(Cl)c(C(=O)Nc2c(C(=O)c3ccccc3)oc3ccccc23)n1
 : 4%[76.3 µM]	5%
> COc1cccc(-c2cc(C(F)(F)F)n3nc(-c4ccc(C)cc4)cc3n2)c1
 : -3%[76.3 µM]	5%
> COc1cccc(Nc2cc(C)nc3nc(-c4ccc(Cl)cc4)nn23)c1
 : -3%[76.3 µM]	12%
> CCOc1ccc(NS(=O)(=O)c2ccc3[nH]cc(C(=O)NC4CCCC4)c(=O)c3c2)cc1
 : 1%[76.3 µM]	-7%
> Cc1ccc(C)c(N2CCN(C(=O)C3CCC(CNS(=O)(=O)c4cccs4)CC3)CC2)c1 (configuration not stated)
 : -12%[76.3 µM]	-39%[inhibitor]
> Cc1nn(CC(=O)NC2CCCCC2)c(=O)c2cc3cc(F)ccc3n12
 : 5%[76.3 µM]	-2%
> Cc1c(C)c2c(cc(C)c3c(-c4ccccc4)coc32)oc1=O
 : 20%[76.3 µM]	7%
> CCc1ccc(C(=O)NC2=NC(c3cc(OC)ccc3OC)CC(=O)N2)cc1 (configuration not stated)
 : 12%[76.3 µM]	7%
> Cc1noc(/C=C/c2ccco2)c1S(=O)(=O)N1CCC(C(=O)Nc2ccc(F)cc2F)CC1
 : 20%[76.3 µM]	4%
> CCOc1ccc(-c2nonc2NC(=O)c2oc3c(C)c(C)ccc3c2C)cc1OCC
 : 8%[76.3 µM]	-5%
> Cc1cc(C)cc(NC(=O)Cn2nnc(C(=O)Nc3cc(C)cc(C)c3)c2N)c1
 : -3%[76.3 µM]	-26%
> COc1cc(C(=O)NCCSc2c(C)[nH]c3ccccc23)cc(OC)c1OC
 : 9%[76.3 µM]	3%
> COCCCNc1nc2c(S(=O)(=O)c3ccc(C)c(C)c3)nnn2c2ccc(Cl)cc12
 : -5%[76.3 µM]	-9%
> Cc1cc(Br)ccc1NC(=O)CN1C(=O)c2cccnc2Sc2ccccc21
 : -14%[76.3 µM]	-2%
> Cc1nc2ncnn2c(C)c1CCC(=O)NCc1cccc(Cl)c1
 : 2%[76.3 µM]	11%
> CCOc1ccc2nc(N3CCCC(C(=O)NCc4ccccc4Cl)C3)sc2c1 (configuration not stated)
 : -4%[76.3 µM]	14%
> CC(=O)Nc1ccc2nc3c(=O)[nH]c(=O)[nH]c3nc2c1
 : -1%[76.3 µM]	5%
> CCOC(=O)C1CCN(CC(=O)N2CCCc3c2c(=O)oc2ccc(OCc4ccccc4)cc32)CC1
 : 8%[76.3 µM]	-7%
> Cc1ccc(CNC(=O)c2cc(=O)c3cc(C)ccc3o2)cc1
 : 1%	4%
> Cc1ccc(C(=O)O)cc1Nc1nc2ccccc2n2nnnc12
 : 10%[76.3 µM]	?
> CCCOC(=O)c1ccc(Nc2nc3ccccc3nc2-n2nc(C)cc2C)cc1
 : 17%[76.3 µM]	5%
> COc1ccc(NC(=O)CN(c2ccccc2OC)S(C)(=O)=O)c(OC)c1
 : -7%[76.3 µM]	3%
> CCCCSCCCNC(=O)CN1C(=O)COc2ccc(S(=O)(=O)N3CCCC3)cc21
 : -3%[76.3 µM]	-6%
> COc1cc(NC(=O)Cn2nc(C(F)(F)F)c3c2CCC3)cc(OC)c1OC
 : -5%[76.3 µM]	-2%
> CCOc1ccc(NC(=O)C2CCCN(c3cnccn3)C2)cc1 (configuration not stated)
 : -5%&-4%[76.3 µM]	0%
> CCOc1ccc(-c2csc(-c3nc(-c4ccc(Br)s4)cs3)n2)cc1
 : 9%[76.3 µM]	2%
> CC1CCCCN1Cc1c(O)ccc2c(=O)c(-c3ccc(Cl)cc3)c(C(F)(F)F)oc12 (configuration not stated)
 : -10%[76.3 µM]	-3%
> CCOc1cccc(C2c3c(oc4ccc(F)cc4c3=O)C(=O)N2CCOC)c1 (configuration not stated)
 : -9%[76.3 µM]	-2%
> O=C(NC1CCCCC1)c1ccc(CSc2nc3ccncc3n2Cc2ccccc2)cc1
 : 14%[76.3 µM]	6%
> CCCc1ccc(OC(C)C(=O)Nc2sc3c(c2C(=O)OC)CCCCC3)cc1 (configuration not stated)
 : 13%[76.3 µM]	-7%
> Cc1ccccc1CSc1ncc(Cl)c(C(=O)NCc2ccccc2)n1
 : 2%[76.3 µM]	-32%[inhibitor]
> CCOC(=O)Cc1c(C)nc2cc(-c3ccc(C(C)(C)C)cc3)nn2c1C
 : -21%[76.3 µM]	-8%
> COc1cccc(NC(=O)CCc2c(C)nc3c4cccnc4nn3c2C)c1
 : -7%[76.3 µM]	-32%[inhibitor]
> CCCCC12CN3CC(C)(CN(C1)C3c1ccc(OCc3ccccc3)cc1)C2=O (configuration not stated)
 : 11%[76.3 µM]	-1%
> CCOc1ccccc1NC(=O)c1nn(-c2ccc(OC)cc2)c(=O)c2c1c1ccccc1n2C
 : -11%[76.3 µM]	?
> Cc1ccc(N(Cc2cc3ccccc3[nH]c2=O)C(=O)c2cccc(Cl)c2)cc1
 : -2%[76.3 µM]	7%
> COc1cc(C2CC(=O)N(c3ccccc3)C3=C2C(=O)OC3)cc(OC)c1OC (configuration not stated)
 : -9%[76.3 µM]	-9%
> COc1ccc(C(=O)Nc2cccc(OCc3cc(=O)n4c5c(sc4n3)CCCC5)c2)cc1
 : 3%[76.3 µM]	0%
> CCOc1ccccc1NC(=O)CSC1=Nc2ccccc2C2=NC(CC(=O)NC3CCCCC3)C(=O)N12 (configuration not stated)
 : -28%[76.3 µM]	2%
> O=C(NCc1ccco1)c1c[nH]c2ccc(S(=O)(=O)Nc3ccc(F)cc3F)cc2c1=O
 : 3%[76.3 µM]	-9%
> Cc1ccc(Cl)cc1N1CCN(Cc2nnc(-c3ccc4c(c3)OCO4)o2)CC1
 : 8%[76.3 µM]	-14%
> CCOC(=O)c1sc2nc(C)n(CC(=O)Nc3cccc(Cl)c3)c(=O)c2c1C
 : 9%[76.3 µM]	-8%
> CC1CCN(c2nc3c(-c4cccc(Br)c4)nnn3c3ccccc23)CC1
 : 2%[76.3 µM]	-1%
> Cc1ccc2c(c1)cc1c(=O)n(Cc3cccc(Cl)c3)nc(C)n12
 : -20%[76.3 µM]	-7%
> Cc1ccc(Cl)cc1N1CCN(C(=O)CN2C(=O)COc3ccc(S(=O)(=O)N4CCOCC4)cc32)CC1
 : 10%[76.3 µM]	1%
> COc1cc(NC(=O)CCc2c(C)nc3c(-c4ccc(F)cc4)c(C)nn3c2C)cc(OC)c1OC
 : -9%[76.3 µM]	-13%
> Cc1ccc(-c2nnc(Nc3cccc(Br)c3)c3ccccc23)cc1S(=O)(=O)NCC1CCCO1 (configuration not stated)
 : 13%[76.3 µM]	-12%
> COc1cccc(Cn2c(=O)n(-c3cccc(Cl)c3)c(=O)c3c4c(sc32)CN(C(C)=O)CC4)c1
 : -9%[76.3 µM]	9%
> CCS(=O)(=O)c1ncc(Cl)c(C(=O)Nc2ccc(S(=O)(=O)N(C)c3ccccc3)cc2)n1
 : 3%[76.3 µM]	-31%[inhibitor]
> CCOC(=O)c1c(NC(=O)/C(C#N)=C/c2ccccc2)sc2c1CCC2
 : 1%[76.3 µM]	5%

The results go on.
Values in the order: GAA glycogen mod	SMN2 splice up
> Cc1ccc(-n2c(=O)c3sc4ccccc4c3n(CC(=O)NC3CCCC3)c2=O)cc1C
 : 15%[76.3 µM]	3%
> COc1cc(NS(=O)(=O)c2ccc(NC(=O)C(C)Oc3ccc(Cl)cc3Cl)cc2)nc(OC)n1 (configuration not stated)
 : -11%[76.3 µM]	-2%
> O=C(C1CCCN(S(=O)(=O)c2cccs2)C1)N1CCN(c2cccc(Cl)c2)CC1 (configuration not stated)
 : 11%[76.3 µM]	-45%[inhibitor]
> COc1ccc(N2CC(C(=O)Nc3ccc(NC(C)=O)cc3)CC2=O)cc1 (configuration not stated)
 : -8%[76.3 µM]	-2%
